Screening results deposited in PubChem by Sanford-Burnham Center for Chemical Genomics.
SENP6 block – SENP6 protease inhibitors, primary screen, biochemical, luminescence, uHTS. hit rate 1.8% among 330,000. inhibition, % at 10 µM. Sentrin-specific protease 6 (Homo sapiens), Q9GZR1. Recombinant SENP6 catalytic domain, aminoluciferin luminescence;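 active means inhibition above about 50% at the single tested dose, limit read from the data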;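 further: plate controls were DMSO wells with enzyme for no effect and DMSO wells lacking enzyme for full effect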
Target sequence (Q9GZR1 628-1112 limits assumed): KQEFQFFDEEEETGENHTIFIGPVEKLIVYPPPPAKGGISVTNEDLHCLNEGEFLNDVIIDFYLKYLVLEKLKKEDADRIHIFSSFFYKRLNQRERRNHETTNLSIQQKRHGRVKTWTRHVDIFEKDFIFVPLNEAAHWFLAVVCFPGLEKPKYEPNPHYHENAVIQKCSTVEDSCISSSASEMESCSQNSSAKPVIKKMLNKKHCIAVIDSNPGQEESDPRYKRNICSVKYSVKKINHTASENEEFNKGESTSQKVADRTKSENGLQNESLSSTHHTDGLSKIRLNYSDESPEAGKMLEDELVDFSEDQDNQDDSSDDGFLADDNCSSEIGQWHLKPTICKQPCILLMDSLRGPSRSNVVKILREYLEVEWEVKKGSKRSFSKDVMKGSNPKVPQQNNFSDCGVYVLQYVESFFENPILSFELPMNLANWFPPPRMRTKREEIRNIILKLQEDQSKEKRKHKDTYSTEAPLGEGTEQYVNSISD
PfG6PD inh – PfG6PD enzyme inhibitors, primary screen, biochemical, fluorescence intensity, uHTS | glucose-6-phosphate dehydrogenase-6-phosphogluconolactonase (Plasmodium falciparum 3D7) | hit rate 0.78% among 350,000 | PfGluPho enzyme, NADPH resazurin-diaphorase fluorescence | inhibition, % at 20 µM;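 active means inhibition reaching at least a set limit at 20 µM in the primary screen, cut at about 59% in these data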;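 further: 0% = DMSO wells with substrate and 100% = DMSO wells lacking glucose-6-phosphate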
SENP8 block-1 – SENP8 protease inhibitors, primary screen, biochemical, luminescence. purified SENP8, Z-RLRGG-aminoluciferin cleavage. inhibition, % at 10 µM. hit rate 1.2% among 330,000. AID 2540, 2010; in the data active means inhibition above about 50%
HKDC1 inh – HKDC1 hexokinase inhibitors, primary screen, biochemical, fluorescence, uHTS | inhibition, % at 20 µM | hit rate 0.16% among 340,000 | AID 493160, 2011 | recombinant HKDC1, G6PDH/diaphorase resazurin coupled fluorescence | Q2TB90;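 active means inhibition above about 35% when tested at 20 µM, limit read from the data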;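 further: plate controls were DMSO wells with enzyme for no effect and DMSO wells lacking enzyme for full effect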
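Material: recombinant HKDC1 hexokinase; Amount: HKDC1 at 5 µg/mL; Medium: Tris pH 8.0 buffer with MgCl2, Tween-20, BSA, BME; Schedule: 90 min reaction incubation at room temperature, dark; Technique: coupled resazurin fluorescence, excitation 525 nm, emission 613 nm.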
UBC13 polyUb – UBC13 polyubiquitin chain formation inhibitors, primary screen, biochemical, TR-FRET, uHTS | inhibition, % at 20 µM | hit rate 0.47% among 330,000; in the data active means inhibition above about 45%, passing the limit was not always enough
MIN6 prolif – inducers of MIN6 beta-cell proliferation, primary screen, ATP luminescence, uHTS. MIN6 cells proliferation, ATPlite luminescence, 48 h; cells starved in 0.2% serum; 100% = growth in 10% serum. hit rate 0.29% among 330,000. proliferation, % at 10 µM. AID 2380, 2010;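 active means compounds whose signal lies at least 3.5 SD above the mean of all wells on their plate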;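 further: 0% = DMSO-treated cells in low-serum medium and 100% = 10% serum control; some compounds called inactive have numbers as strong as hits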
SENP7 inh – SENP7 protease inhibitors, primary screen, biochemical, luminescence, uHTS; Sentrin-specific protease 7 (Homo sapiens), Q9BQF6; recombinant SENP7, Z-RLRGG-aminoluciferin luminescence, 40 min; inhibition, % at 5 µM; hit rate 1.5% among 330,000; AID 434973, 2010;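 active means inhibition above about 50% at the single test dose, limit read from the data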;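 further: plate controls were DMSO with enzyme for no effect and no enzyme buffer wells for full effect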
Target sequence (Q9BQF6 706-1050 limits assumed): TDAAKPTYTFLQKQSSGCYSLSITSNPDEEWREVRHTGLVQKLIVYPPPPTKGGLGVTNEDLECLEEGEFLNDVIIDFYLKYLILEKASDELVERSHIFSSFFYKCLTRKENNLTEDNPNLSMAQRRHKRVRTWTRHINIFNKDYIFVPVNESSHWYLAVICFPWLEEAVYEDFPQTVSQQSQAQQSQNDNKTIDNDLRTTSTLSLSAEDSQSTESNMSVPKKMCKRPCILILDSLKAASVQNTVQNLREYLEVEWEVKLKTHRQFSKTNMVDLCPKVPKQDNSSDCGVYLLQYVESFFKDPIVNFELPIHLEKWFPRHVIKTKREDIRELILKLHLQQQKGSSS
SENP8 block-2 – human SENP8 protease inhibitors, primary screen, biochemical, fluorescence, Nedd8 protein substrate, uHTS; hit rate 0.64% among 360,000; recombinant SENP8; inhibition, % at 20 µM; Sentrin-specific protease 8 (Homo sapiens), Q96LD8; AID 602440, 2012; in the data active means inhibition mostly above about 40%, no sharp cut-off; inactive means mostly below about 27%
SENP1 FRET inh – human SENP1 catalytic domain inhibitors, primary screen, biochemical, FRET, uHTS; recombinant SENP1 catalytic domain, CyPet-SUMO1-YPet FRET cleavage; Sentrin-specific protease 1 (Homo sapiens), Q9P0U3; hit rate 0.21% among 360,000; inhibition, % at 10 µM; AID 624204, 2012;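 active means inhibition at least 30% at 10 µM, raw YFP signal under a set limit, fluorescence ratio 0.5 to 1.5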;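 further: 0% = enzyme with DMSO and 100% = no enzyme wells; some results filed as inactive read as strong as hits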
Target sequence (Q9P0U3 419-644 limits assumed): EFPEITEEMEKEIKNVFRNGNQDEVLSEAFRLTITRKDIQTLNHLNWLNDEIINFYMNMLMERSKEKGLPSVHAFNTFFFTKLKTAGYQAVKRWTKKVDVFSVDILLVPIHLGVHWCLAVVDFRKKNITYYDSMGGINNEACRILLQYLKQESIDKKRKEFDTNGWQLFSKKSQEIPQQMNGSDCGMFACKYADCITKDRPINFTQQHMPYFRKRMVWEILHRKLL
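Controls: no-enzyme wells low, DMSO-plus-enzyme wells high control. Test system: human recombinant His6-tagged SENP1 catalytic domain enzyme. Reagent: SFCypet-SUMO1-SFYpet FRET protein substrate, 25 nM final. Doses: one dose per compound, 10 µM, 0.5% DMSO. Detection: FRET, CFP and YFP emission. Timing: 50 min reaction at room temperature.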
Numbers without * were called inactive; . = no result given.

SMILES	SENP6 block	PfG6PD inh	SENP8 block-1	HKDC1 inh	UBC13 polyUb	MIN6 prolif	SENP7 inh	SENP8 block-2	SENP1 FRET inh
COc1cc(C(c2nnnn2C(C)(C)C)N2CCN(C)CC2)cc(OC)c1OC (stereo not given)	-1	-1	1	-7	4	0	5	12	2
COc1ccc(Sc2ccc(-c3nc4cnccn4c3NC3CCCCC3)cc2OC)cc1	-11	28	-14	3	3	-6	-6	-470	-29
O=C(Nc1cccc(O)c1)c1ccc2c(c1)C(=O)N(Cc1ccco1)C2=O	-5	1	-9	5	0	0	-7	15	2
CCOc1ccc(-c2noc(-c3ccncc3)n2)cc1OCC	-13	6	-11	-3	-2	-1	-10	9	-1
Nn1c(SCC(=O)NCCC2=CCCCC2)nnc1C1CCCCC1	9	3	2	-4	-4	-2	-3	21	0
O=C(Oc1ccc(/C=N/NC(=O)c2ccccn2)cc1)c1cccc(F)c1	-12	-5	3	-4	-6	0	4	-61	-1
Cc1cccc(-n2ncc3c(N4CCCC4)ncnc32)c1	41	4	29	-8	5	-4	25	9	-1
COc1cc(C2C(C#N)=C(N)OC3=C2C(=O)CC(C)(C)C3)cc2c1OCO2 (stereo not given)	-7	2	-4	1	-16	-2	-6	-2	-14
CC(C)C(=O)N1CCN(c2ccc(NC(=O)c3cccs3)cc2)CC1	-10	-8	-8	-7	-3	-1	-6	18	1
C=CCn1c(SCC(N)=O)nc2sc3c(c2c1=O)CCC3	3	-4	-10	7	-5	-2	9	1	-1
CCCN(CCC)S(=O)(=O)c1ccc(C(=O)Nc2cccnc2)cc1	-5	-8	0	-1	4	1	5	18	3
CCn1c(SCc2ccc(C(=O)O)cc2)nnc1-c1ccc(Cl)cc1	-25	-9	-11	0	-2	0	1	3	1
O=C(c1nc2ccc(Cl)cn2c1CN1CCCC(CO)C1)N1CCc2ccccc2C1 (stereo not given)	-2	15	-7	5	7	0	-5	10	-5
CC(C)(C)c1ccc(C(=O)Nc2cccc([N+](=O)[O-])c2)cc1	.	74*	.	5	.	.	.	1	0
CCN(c1ccc(OC)cc1)S(=O)(=O)c1csc(C(N)=O)c1	3	0	-2	2	5	-4	-2	16	1

Sorted by number of heavy atoms (rising): three of the compounds above.
SMILES	SENP6 block	PfG6PD inh	SENP8 block-1	HKDC1 inh	UBC13 polyUb	MIN6 prolif	SENP7 inh	SENP8 block-2	SENP1 FRET inh
CC(C)C(=O)N1CCN(c2ccc(NC(=O)c3cccs3)cc2)CC1	-10	-8	-8	-7	-3	-1	-6	18	1
O=C(Oc1ccc(/C=N/NC(=O)c2ccccn2)cc1)c1cccc(F)c1	-12	-5	3	-4	-6	0	4	-61	-1
COc1cc(C(c2nnnn2C(C)(C)C)N2CCN(C)CC2)cc(OC)c1OC (stereo not given)	-1	-1	1	-7	4	0	5	12	2

More compounds:
SMILES	SENP6 block	PfG6PD inh	SENP8 block-1	HKDC1 inh	UBC13 polyUb	MIN6 prolif	SENP7 inh	SENP8 block-2	SENP1 FRET inh
Cc1sc2nc(SCC(=O)N3CCCCC3)[nH]c(=O)c2c1C	2	9	-1	2	7	0	4	13	-17
C/C=C\C(=O)Nc1cccc(C2=NOC3(C2)C[C@H](C(N)=O)N(C(=O)[C@H]2CCC(=O)N2)C3)c1 (stereo not given in full)	-7	1	1	-7	3	0	0	.	.
CC(C)OC(=O)CSc1nnc(-c2ccccn2)n1N	-6	-3	6	2	7	-1	-6	4	6
C=CCn1c(O)c(N=NC(=O)CNC(=O)c2cccs2)c2ccccc21	-9	9	-5	15	-32	0	-3	13	0
Cc1cc(C)n2nc(SCC(=O)N3CCCCC3C)nc2n1 (stereo not given)	-4	-5	-7	1	-7	-3	1	8	0
O=C(O)CCc1ccc(S(=O)(=O)Nc2ccccc2N2CCCCC2)cc1	-9	-12	-9	2	-17	-3	1	12	-2
O=C(NCc1ccccn1)c1ccc(NS(=O)(=O)c2ccccc2)cc1	6	-5	10	-1	3	1	-4	8	-1
O=c1cn[nH]c2ccccc12	2	2	0	-5	-18	-2	9	17	1
O=C(CSC1CCCCC1)N1CCN(c2ccccc2)CC1	-6	3	-4	-1	2	-5	-3	11	2
CCOc1ccc(N(CC(=O)NCCSCc2ccco2)S(=O)(=O)c2ccc(C)cc2)cc1	-5	5	-3	-4	0	-3	-12	-4	-5
COc1cccc(/C=C2\CCc3ccccc3C2=O)c1	99*	-3	95*	18	4	-7	94*	32	3
O=C(NC1CCCC1)c1ccc(S(=O)(=O)N2CCCC2)cc1	-19	9	-10	-11	1	0	9	17	-1
Cc1cc(C)c2c(CN3CCN(CCO)CC3)cc(=O)oc2c1	1	-11	8	-7	6	1	-1	4	-1
Cc1nc2sc3c(NCc4ccco4)ncnc3c2c2c1COC(C)(C)C2	-2	62*	8	35*	12	0	2	-251	-10
COc1ccc(/C(N)=N/OC(=O)CCCN2C(=O)c3ccccc3C2=O)cc1OC	-12	-3	5	-5	-4	-2	6	-14	3
CC(=O)c1ccc(OCC(O)CN2CCCC(C)C2)cc1 (stereo not given)	-2	-12	-8	-7	-4	-1	-5	11	2
COc1ccc(C(C(=O)NCC2CCCO2)N(C(=O)c2snc(C(N)=O)c2N)c2ccccc2)cc1OC (stereo not given)	-32	-17	-4	-1	18	3	1	-309	-26
O=C(Cn1c(=O)[nH]c2ccccc2c1=O)Nc1ccc2c(c1)OCO2	9	12	4	1	-6	-1	0	-11	-3
CCOCCCn1cnc2c(c1=O)c1nc3ccccc3nc1n2-c1ccccc1	-6	8	-5	-11	-2	-3	-4	-289	-8
COc1ccccc1N1CCN(/N=C/c2cc(OC)c(O)c(OC)c2)CC1	-10	76*	-3	-1	-12	0	-6	14	3
Nc1nnc(SCc2coc(-c3ccc(Cl)cc3)n2)s1	11	17	-3	6	-3	-1	8	3	1
CC1(C)CN(c2cccc(Br)c2)C1=O	7	6	4	-8	-5	-3	-3	25	2
Cc1ccc(S(=O)(=O)CC(=O)Nc2nc(C(C)(C)C)cs2)cc1	-7	2	-2	-1	6	0	3	4	1
Cc1cc(C(=O)NC2CCCc3c2cnn3-c2cccc(C)c2C)no1 (stereo not given)	-1	-4	-2	-3	-6	2	15	3	-2
CSCC(=O)N1CCCC(C(=O)c2cc(F)ccc2F)C1 (stereo not given)	-15	-3	-2	-7	4	1	7	8	0
CC(OC(=O)c1ccc(Cl)cc1O)C(=O)NCCC1=CCCCC1 (stereo not given)	2	8	-9	-5	-1	-6	-16	-28	0
O=C(CN1CCC(C(=O)c2ccc(F)cc2)CC1)Nc1ccccc1Cl	14	1	2	1	15	1	-10	11	-2
Cc1noc(NS(=O)(=O)c2ccc(NC(=O)c3cc4ccccc4o3)cc2)c1C	-4	-2	1	-8	-9	4	10	-4	1
Cc1ccc2c(c1)OC(=O)CC2c1ccccc1 (stereo not given)	-4	1	-4	2	-3	1	7	16	2
CCOC(=O)Cc1c(C)nc2c(-c3ccccc3)c(C)[nH]n2c1=O	-14	-11	-18	7	14	1	-17	-293	3
O=C(COC(=O)c1ccccc1O)NCc1ccccc1Cl	0	-21	-11	2	23	2	2	5	0
O=C(NCc1cccs1)C1CCC(CNS(=O)(=O)c2cccc3nsnc23)CC1 (stereo not given)	4	-7	-1	-2	6	-1	1	8	4
O=C(O)C1C2CCCCC2=C2CCCCC2C1C(=O)Nc1nccs1 (stereo not given)	.	-13	.	7	.	.	.	-7	-9
Cc1cccc(C(=O)Nc2cccc(-c3ccc4nncn4n3)c2)c1	3	39	-2	-3	0	-2	-8	-20	1
C=CCC(Nc1ccccc1)C12C=CC(O1)C(C(=O)OC)=C2C(=O)OC (stereo not given)	-21	-14	3	-4	3	-6	-1	10	-1
COC(=O)c1ccc(N2CCOCC2)c(NC(=O)c2ccc3c(c2)OCO3)c1	-11	-20	15	-6	2	0	1	9	0
CNC(=O)N(O)C1N(/N=C/c2ccccc2O)C(=S)SC1(C)C (stereo not given)	-20	-8	-1	-7	0	-1	-5	33	1
Cc1nc(SCC(=O)N2CCC(Cc3ccccc3)CC2)[nH]c(=O)c1C	-8	2	6	-4	1	1	4	-8	1
CC(C)CN1CCC(=O)N([C@H](CSc2ccc(Br)cc2)Cc2ccccc2)CC1	-12	23	1	-4	15	-9	0	6	-3
CC(=O)O/N=C/c1c(C)c(C=O)n2ccccc12	13	12	0	1	-6	-2	8	-292	-6
CCCNC(=O)N1CCN(C(c2ccccc2)c2ccccc2)CC1	-3	-12	5	-2	-3	-2	-4	7	1
S=C(NCc1cccs1)Nc1ccc(Cl)cc1	-2	20	1	-4	-1	0	-1	28	4
CNC(=O)C(=O)NCC(c1cccs1)S(=O)(=O)c1ccc(C)cc1 (stereo not given)	-3	-1	-7	-3	-8	-4	-20	3	2
CCOC(=O)c1c(-c2ccccc2)oc2cc(Br)c(O)cc12	-25	-5	-7	3	15	-3	-3	-282	7
CCOC(=O)C1(Cc2ccccc2)CCCN(Cc2ccccn2)C1 (stereo not given)	-14	9	0	3	4	3	2	0	-2
O=C(CSc1nc2ncccc2[nH]1)NC1CCCC1	-16	18	1	-7	-3	-5	7	6	-2
Cc1ccc(S(=O)(=O)N2CCCC2)cc1C(=O)NCc1ccccn1	1	-17	-4	0	-8	-1	8	11	1
CCOc1ccc(C(=O)NCc2cccs2)cc1	-11	-2	1	4	1	-2	6	21	-2
COc1ccc(-c2ccc(/C=C3/C(=N)N4C(C)=CSC4=NC3=O)o2)c([N+](=O)[O-])c1	36	25	19	7	-83	0	0	39	17
O=C(CSc1nnc(CNC(=O)c2ccccc2F)o1)NC1CCCC1	7	5	-2	-8	11	6	0	3	1
COc1cccc(C2/C(=C(\O)c3ccc4c(c3)OCCO4)C(=O)C(=O)N2Cc2cccnc2)c1 (stereo not given)	3	-42	2	-4	-13	-1	0	-5	1
CC(=O)c1cccc(NC(=O)C2CC(=O)N(C3CCCC3)C2)c1 (stereo not given)	-5	-17	11	-3	4	-4	-4	13	-1
Cc1nc2c(nnn2Cc2ccccc2)c(=O)n1-c1ccccc1	-9	-14	6	3	3	2	4	23	2
CCn1c(SC(C)C(=O)Nc2ccc(N3CCOCC3)cc2)nnc1-c1ccco1 (stereo not given)	-19	-7	-5	-1	-2	-3	-11	11	2
O=C1C=C(c2cccc(Br)c2)C[C@@H](c2ccc(Cl)cc2)C1	6	8	-3	11	5	-5	11	9	0
O=C(O)CC1(C(=O)O)CCCC1	.	-8	.	-5	.	.	.	14	-1
CC#CC#Cc1cccc(=O)o1	.	-2	.	-1	.	.	.	18	-1
CCOC(=O)C(C)NC(=O)C(NC(=O)C1CCC(CC)CC1)C(C)C (stereo not given)	-16	-9	-4	-2	3	-4	-5	18	-7
CCOC(=O)c1cccc(NC(=O)CCc2c(C)nc3ncnn3c2C)c1	-4	-8	2	-3	7	-1	1	8	-1
O=C(C1=C(O)C(=O)N(CC2CCCO2)C1c1cccc(Cl)c1)c1ccco1 (stereo not given)	-6	12	-15	3	-8	-2	-1	8	1
